SENP7 inh = SENP7 protease inhibitors, primary screen, biochemical, luminescence, uHTS; Sentrin-specific protease 7 (Homo sapiens), Q9BQF6; recombinant SENP7, Z-RLRGG-aminoluciferin luminescence, 40 min; inhibition, % at 5 µM; actives 1.5% (n = 330,000); AID 434973, 2010;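 active = inhibition above about 50% at the single test dose, limit read from the data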;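 also: plate controls were DMSO with enzyme for no effect and no enzyme buffer wells for full effect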
Target sequence (Q9BQF6 706-1050 limits assumed): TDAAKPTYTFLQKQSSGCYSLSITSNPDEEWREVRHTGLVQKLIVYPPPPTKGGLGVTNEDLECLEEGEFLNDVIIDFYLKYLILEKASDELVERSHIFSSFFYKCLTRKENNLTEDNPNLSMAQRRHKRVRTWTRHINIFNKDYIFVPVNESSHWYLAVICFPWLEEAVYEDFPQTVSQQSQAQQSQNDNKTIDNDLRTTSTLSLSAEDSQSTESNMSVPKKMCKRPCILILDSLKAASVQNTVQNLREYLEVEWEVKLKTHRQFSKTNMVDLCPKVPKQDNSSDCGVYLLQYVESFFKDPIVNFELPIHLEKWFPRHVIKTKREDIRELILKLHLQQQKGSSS
SENP6 inh = SENP6 protease inhibitors, primary screen, biochemical, luminescence, uHTS; Sentrin-specific protease 6 (Homo sapiens), Q9GZR1; Recombinant SENP6 catalytic domain, aminoluciferin luminescence; inhibition, % at 10 µM; actives 1.8% (n = 330,000);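 active = inhibition above about 50% at the single tested dose, limit read from the data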;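 also: plate controls were DMSO wells with enzyme for no effect and DMSO wells lacking enzyme for full effect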
SENP8 block = human SENP8 protease inhibitors, primary screen, biochemical, fluorescence, Nedd8 protein substrate, uHTS; Sentrin-specific protease 8 (Homo sapiens), Q96LD8; AID 602440, 2012; recombinant SENP8; inhibition, % at 20 µM; actives 0.64% (n = 360,000); in the data active = inhibition mostly above about 40%, no sharp cut-off; inactive = mostly below about 27%
MPTP inh = mitochondrial permeability transition pore inhibitors, primary screen, biochemical, isolated mouse mitochondria, absorbance. actives 1.4% (n = 360,000). inhibition, % at 10 µM. Ca2+ swelling absorbance, 30 min;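 active = inhibition of 50% or more, scaled per plate between neutral and stimulator controls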;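 also: 0% = DMSO wells given calcium and 100% = 1 mM EGTA wells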
ATG4B inhibitor = ATG4B protease inhibitors, primary screen, biochemical, fluorescence, uHTS. actives 0.51% (n = 340,000). ATG4B cleavage of LC3-PLA2, NBD-HPC fluorescence, 1 h. inhibition, % at 8.33 µM. AID 504462, 2011. Cysteine protease ATG4B (Homo sapiens), Q9Y4P1; in the data active = inhibition above about 40%
HKDC1 inhibitor = HKDC1 hexokinase inhibitors, primary screen, biochemical, fluorescence, uHTS; inhibition, % at 20 µM; recombinant HKDC1, G6PDH/diaphorase resazurin coupled fluorescence; actives 0.16% (n = 340,000); Q2TB90;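 active = inhibition above about 35% when tested at 20 µM, limit read from the data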;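 also: plate controls were DMSO wells with enzyme for no effect and DMSO wells lacking enzyme for full effect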
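Test system: recombinant HKDC1 (HK5) hexokinase enzyme, produced in-house / Doses: 20 µM test compound, 1% DMSO / Timing: 90 min, room temperature / Detection: G6PDH/diaphorase-coupled fluorescence, 1 mM NADP, 100 µM resazurin, 525/613 nm / Control set: DMSO wells with and without enzyme mix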
PfGluPho inh = PfG6PD enzyme inhibitors, primary screen, biochemical, fluorescence intensity, uHTS. glucose-6-phosphate dehydrogenase-6-phosphogluconolactonase (Plasmodium falciparum 3D7). PfGluPho enzyme, NADPH resazurin-diaphorase fluorescence. inhibition, % at 20 µM. actives 0.78% (n = 350,000). AID 504690, 2011;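 active = inhibition reaching at least a set limit at 20 µM in the primary screen, cut at about 59% in these data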;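 also: 0% = DMSO wells with substrate and 100% = DMSO wells lacking glucose-6-phosphate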
GRIN3A LBD mod = binders of NR3A ligand-binding domain, primary screen, biophysical, differential scanning fluorimetry, uHTS. actives 2.5% (n = 340,000). Tm shift relative to glycine control, % at 25 µM. Glutamate receptor ionotropic, NMDA 3A (GRIN3A) ligand-binding domain. NR3A LBD differential scanning fluorimetry, Tm shift; 0% = protein alone, 100% = glycine-bound protein;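 active = melting temperature shift of at least 10% of the positive control shift, at one fixed dose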
Active calls of the source: *.

The opening 3 entries (preview)
SMILES | SENP7 inh | SENP6 inh | SENP8 block | MPTP inh | ATG4B inhibitor | HKDC1 inhibitor | PfGluPho inh | GRIN3A LBD mod
CCN(CC(=O)Nc1c(F)cccc1F)C(=O)c1ccc(S(=O)(=O)N2CCCCC2)cc1 | 2 | 1 | 4 | -3.0 | -6 | -6 | -1 | 0
CC(C)Cn1c2ccccc2c2cc(C(=O)O)ccc21 | -1 | 1 | -30 | 0.5 | 8 | -12 | -11 | -2
CCOC(=O)CCSc1nc(C)c2cc(C)ccc2n1 | 2 | -16 | -63 | -1.3 | -11 | -3 | 3 | 0

Results, previewed entries included:
SMILES | SENP7 inh | SENP6 inh | SENP8 block | MPTP inh | ATG4B inhibitor | HKDC1 inhibitor | PfGluPho inh | GRIN3A LBD mod
CCN(CC(=O)Nc1c(F)cccc1F)C(=O)c1ccc(S(=O)(=O)N2CCCCC2)cc1 | 2 | 1 | 4 | -3.0 | -6 | -6 | -1 | 0
CC(C)Cn1c2ccccc2c2cc(C(=O)O)ccc21 | -1 | 1 | -30 | 0.5 | 8 | -12 | -11 | -2
CCOC(=O)CCSc1nc(C)c2cc(C)ccc2n1 | 2 | -16 | -63 | -1.3 | -11 | -3 | 3 | 0
CNC(=O)C(=O)Nc1cc2c3c(c1)CCC(=O)N3CCC2 | 9 | 9 | 4 | -0.1 | 3 | -1 | -7 | 0
CCOc1ccccc1NC(=O)c1ccc(OCC(=O)N2CCOCC2)c(OC)c1 | -6 | 0 | 21 | 0.0 | 2 | -3 | -9 | -1
CC(C)(C)C1=Nn2c(nnc2-c2n[nH]c3c2CCC3)SC1 | 1 | -14 | 35 | 0.2 | -8 | 8 | 60* | 0
CCCn1c(C)cc(C(=O)COC(=O)c2cc(S(=O)(=O)NCC(C)C)c(Cl)cc2Cl)c1C | -3 | 7 | 11 | 2.4 | 0 | -1 | 4 | -2
O=C(NCc1ccccc1)c1ccc(CN(c2ccccn2)S(=O)(=O)c2ccccc2)cc1 | -12 | -9 | -371 | -1.6 | -6 | -4 | 10 | -1
O=C(OCCN(C1=NS(=O)(=O)c2ccccc21)c1ccc(Cl)cc1)c1ccco1 | 3 | -15 | 26 | -5.2 | -11 | -4 | -23 | -1
CCN1C(=O)[C@@H]2Cc3c([nH]c4ccccc34)C(c3cc(OC)c(OC)c(OC)c3)N2C1=S (stereo partly drawn) | 7 | -1 | 5 | 0.8 | 1 | -4 | 11 | -9
Cc1cc(NC(=O)c2cc(C(C)C)on2)no1 | 15 | 2 | 11 | -0.4 | 0 | -7 | -3 | -1
Cc1cc(C(=O)Nc2sccc2C#N)c2ccccc2n1 | 1 | -7 | 13 | 1.4 | 3 | -1 | -3 | -5

3 compounds out of the list, ordered by molecular weight, smallest number first.
SMILES | SENP7 inh | SENP6 inh | SENP8 block | MPTP inh | ATG4B inhibitor | HKDC1 inhibitor | PfGluPho inh | GRIN3A LBD mod
CNC(=O)C(=O)Nc1cc2c3c(c1)CCC(=O)N3CCC2 | 9 | 9 | 4 | -0.1 | 3 | -1 | -7 | 0
CCOC(=O)CCSc1nc(C)c2cc(C)ccc2n1 | 2 | -16 | -63 | -1.3 | -11 | -3 | 3 | 0
O=C(NCc1ccccc1)c1ccc(CN(c2ccccn2)S(=O)(=O)c2ccccc2)cc1 | -12 | -9 | -371 | -1.6 | -6 | -4 | 10 | -1
